Screening results from PubChem BioAssay.
DT40 TDP1 no CPT – qHTS for Inhibitors of human tyrosyl-DNA phosphodiesterase 1 (TDP1): qHTS in cells in absence of CPT | Potency, µM (doses to about 46.2 µM), without a hit: at the highest dose activity change, negative = growth inhibition, usual class: inhibitors | 15% of 420,000 active | DT40 Tdp1-/- hTDP1 cells, no CPT, ATP luminescence, 48 h; further: nearly all actives have a fitted effect of over 55% in size
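Cells were dispensed at 400 per well, compounds added by pin tool, plates incubated ≥48 hr at 37 °C, then CellTiter-Glo added for 30 min at room temperature before luminescence reading. Line: DT40 Tdp1-/- complemented with hTDP1; camptothecin omitted.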
TDP1 cell CPT – DT40-hTDP1 cell growth loss with CPT; 12% of 420,000 active; chicken DT40 Tdp1-/-;hTDP1 cells + 20 nM CPT, ATP luminescence, 48 h; Potency, µM (series often up to 46.2 µM), for inactives: at the top dose activity change, negative = growth inhibition, usual class: inhibitors; further: nearly all actives have a fitted effect of over 55% in size
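Chicken DT40 Tdp1-/- cells stably complemented with human TDP1 were seeded at 400 cells/well in medium containing 20 nM camptothecin, exposed to pin-transferred compounds, and grown at 37 °C for at least 48 hr. Viability was read as ATP luminescence.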
KAT2A inh – inhibitors of human GCN5L2 histone acetyltransferase; Q92830; GCN5L2 HAT assay, ThioGlo1 CoA-SH fluorescence; Potency, µM (series often up to 58.9 µM), inactives show at the top dose activity change, negative = inhibition, hits mostly inhibitors; 0.21% of 390,000 active
Target sequence (Q92830 whole entry, looked up): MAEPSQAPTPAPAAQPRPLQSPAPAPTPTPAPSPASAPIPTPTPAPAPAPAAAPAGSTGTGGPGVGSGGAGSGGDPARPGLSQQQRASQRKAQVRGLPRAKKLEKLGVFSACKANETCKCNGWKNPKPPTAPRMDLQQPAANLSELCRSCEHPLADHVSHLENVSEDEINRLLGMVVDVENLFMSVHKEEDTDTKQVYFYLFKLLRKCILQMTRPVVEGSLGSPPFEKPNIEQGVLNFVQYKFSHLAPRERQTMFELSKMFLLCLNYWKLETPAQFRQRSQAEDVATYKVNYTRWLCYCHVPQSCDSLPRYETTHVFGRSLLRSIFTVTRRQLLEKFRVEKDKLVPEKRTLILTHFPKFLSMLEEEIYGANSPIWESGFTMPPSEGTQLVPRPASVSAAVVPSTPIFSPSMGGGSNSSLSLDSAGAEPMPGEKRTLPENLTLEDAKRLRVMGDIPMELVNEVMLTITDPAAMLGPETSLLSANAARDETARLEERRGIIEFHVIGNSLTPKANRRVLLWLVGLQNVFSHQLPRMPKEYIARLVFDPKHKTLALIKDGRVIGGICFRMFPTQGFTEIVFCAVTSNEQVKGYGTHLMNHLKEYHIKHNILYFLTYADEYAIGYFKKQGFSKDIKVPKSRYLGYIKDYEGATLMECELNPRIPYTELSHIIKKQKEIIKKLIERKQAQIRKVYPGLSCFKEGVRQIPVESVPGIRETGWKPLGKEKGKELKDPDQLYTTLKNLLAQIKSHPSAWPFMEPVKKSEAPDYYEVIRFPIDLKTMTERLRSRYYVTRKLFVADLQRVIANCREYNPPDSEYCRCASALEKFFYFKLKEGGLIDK
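Fluorescence readout, Ex340nm/Em540nm: ThioGlo1 (50uM final) reacts with free CoA thiol released as 20nM GCN5L2 acetylates H3(1-25) peptide (75uM) using acetyl-CoA (70uM). Compound and enzyme sat 15 min beforehand; 20 min room-temperature reaction.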
* = called active by the depositor; ? = inconclusive; . = not tested or not shown. The call rests on the fitted dose curve; in most records, active means well fitted curve in the direction sought with a large enough effect; inconclusive means small, poorly fitted or top-dose-only effect, or another doubt; inactive means no such curve, though single readings can be large; an effect the other way counts as inactive or inconclusive. On the % scale 0 is the no-effect control and ±100 the full control effect; potency means the concentration at half of the fitted maximal effect. The list is partial; rates above refer to the full screens.

molecule	DT40 TDP1 no CPT	TDP1 cell CPT	KAT2A inh
O=C(c1ccc(Cl)cc1)C1CCCN(Cc2ccon2)C1 (stereo not drawn)	?	-22%	-4%
N#CC12c3ccccc3C(=O)N1Cc1cnnn1-c1ccccc12 (stereo not drawn)	-20%	-19%	.
O=C(Nc1ccc(Br)cc1)c1nn(C23CC4CC(CC(C4)C2)C3)cc1Br	15µM*	?	-3%
CCCCN1C(=O)NC(=O)C2(Cc3c(nc4ccccn4c3=O)N3CCc4ccccc4C32)C1=O (stereo not drawn)	-15%	-19%	-6%
COc1ccc(CN(CCc2c[nH]c3ccccc23)Cc2ccc(OC)cc2)cc1	15µM*	16µM*	.
C=CCn1c(=O)c(C=Nc2c(OC)cccc2[N+](=O)[O-])c(O)n(CCCC)c1=O	-14%	-10%	-9%
CCOC(=O)c1c(-c2ccccc2)oc2ccc(OC(=O)N(C)C)cc12	?	?	-6%
CCN(CC)CCN/N=C(\C)c1c(O)[nH]c(=O)[nH]c1=O	0%	30%	0%

A run of entries taken from the entries so far, as a working copy:
molecule	DT40 TDP1 no CPT	TDP1 cell CPT	KAT2A inh
O=C(c1ccc(Cl)cc1)C1CCCN(Cc2ccon2)C1 (stereo not drawn)	?	-22%	-4%
N#CC12c3ccccc3C(=O)N1Cc1cnnn1-c1ccccc12 (stereo not drawn)	-20%	-19%	.
O=C(Nc1ccc(Br)cc1)c1nn(C23CC4CC(CC(C4)C2)C3)cc1Br	15µM*	?	-3%

Continuation.
molecule	DT40 TDP1 no CPT	TDP1 cell CPT	KAT2A inh
Cc1cc(N2CCCCC2)nc2ccc(NC(=O)CCC(=O)N3CCN(c4cccc(Cl)c4)CC3)cc12	3.7µM*	6.5µM*	-12%
CCOC(=O)C1C(=O)NC23CCCC2C1c1ccccc1O3 (stereo not drawn)	-8%	-3%	2%
c1cnc2ccc(C(c3nnnn3C3CCCCC3)N3CCN(C4CCCCC4)CC3)cc2c1 (stereo not drawn)	13µM*	13µM*	.
CCOc1ccc(-c2cc(C)[n+](CCO)c(-c3ccc(OCC)cc3)c2)cc1	0.65µM*	1.5µM*	?
COC(=O)c1ccccc1OP1(=O)COc2ccccc2OC1	-7%	3%	0%
c1ccc(CNC2CCCCCCC2)cc1 (tested in a mixture with another compound)	?	-27%	.
CCN(CC)C(=O)N[C@@H]1C=C2c3cccc4[nH]cc(c34)C[C@@H]2N(C)C1	9.4µM*	21µM*	.
CCOC(=O)c1c(NC(=O)c2c(N)n(CCCOC)c3nc4ccccc4nc23)sc2c1CCCC2	?	-4%	0%

Molecules above containing a carbonyl joined to an NH by a bond outside any ring (four):
molecule	DT40 TDP1 no CPT	TDP1 cell CPT	KAT2A inh
O=C(Nc1ccc(Br)cc1)c1nn(C23CC4CC(CC(C4)C2)C3)cc1Br	15µM*	?	-3%
Cc1cc(N2CCCCC2)nc2ccc(NC(=O)CCC(=O)N3CCN(c4cccc(Cl)c4)CC3)cc12	3.7µM*	6.5µM*	-12%
CCN(CC)C(=O)N[C@@H]1C=C2c3cccc4[nH]cc(c34)C[C@@H]2N(C)C1	9.4µM*	21µM*	.
CCOC(=O)c1c(NC(=O)c2c(N)n(CCCOC)c3nc4ccccc4nc23)sc2c1CCCC2	?	-4%	0%

The listing continues.
molecule	DT40 TDP1 no CPT	TDP1 cell CPT	KAT2A inh
CCOP(=O)(Nc1ccc2c(c1)C(=NNC(N)=S)c1ccccc1-2)OCC	9.2µM*	18µM*	.
O=C(NCC(c1cccs1)N1CCOCC1)c1cc([N+](=O)[O-])cc([N+](=O)[O-])c1 (stereo not drawn)	?	-29%	-1%
c1cc2c(cc1[C@H]1OC[C@H]3[C@@H]1CO[C@@H]3c1ccc3c(c1)OCO3)OCO2	-21%	-11%	3%
Cc1ccc(Cn2cccc(C(=O)Nc3cc([N+](=O)[O-])ccc3C)c2=O)cc1	?	-16%	-9%
COc1cc(NS(=O)(=O)c2ccc3c(c2)oc(=O)n3C)cc(OC)c1OC	9.2µM*	13µM*	-4%
Cc1cc(OC(=O)c2ccco2)c2c3c(c(=O)oc2c1)CCC3	23µM*	?	-4%
CC(C)c1oc(=O)cc2c1[C@@H](O)[C@H]1OC(=O)[C@@]3(C)C[C@@H](O)[C@@H](O)[C@@]2(C)C13 (stereo partly drawn)	1.8µM*	2.1µM*	3%
COc1ccc(OC(=O)N(C)C)c(CN(C)C)c1	-3%	-16%	-6%
CCC12CN3CC(CC)(CN(C1)C3c1ccccn1)C2=O (stereo not drawn)	-22%	2%	3%
Cn1cccc1/C=C1/C(=O)NC(=S)N(Cc2ccc(F)cc2)C1=O	2.6µM*	3.7µM*	-17%
S=C(NCCc1ccccc1)N1Cc2cc(N3CCCCC3)ccc2-n2nncc2C1	?	?	.
CC(=O)NC1CC2CCC(C1)N2 (stereo not drawn)	3%	-1%	1%
Cc1ccc(-c2nc3ccccc3c(=O)n2-c2ccncc2)cc1	?	-27%	-28%
CCC(C)NC(=O)c1c(N)n(CC2CCCO2)c2nc3ccccc3nc12 (stereo not drawn)	-29%	-14%	-15%
CCOC(=O)C1(CCc2ccccc2)CCN(Cc2ccc(NC(C)=O)cc2)CC1	?	?	-5%
COc1ccc(Nc2ncc(C(=O)N3CCC4(CC3)OCCO4)c3ccccc23)cc1	?	?	-24%
NC(Cc1ccc(F)cc1)c1csc(Nc2ccccn2)n1 (stereo not drawn)	16µM*	?	.
COC(=O)C1=C(c2ccc(OCc3ccccc3)cc2)C[C@@H]2CC[C@H]1N2C	23µM*	16µM*	.
CSc1nc(N2CCN(C)CC2)c2ccccc2n1	4%	11%	-2%
Cc1nn(Cc2ccccc2)c(C)c1C(=O)O	-8%	5%	0%
CN1CCN(c2ncc(C=O)s2)CC1	23%	-10%	-10%
CN1CCN(c2ccc(Cl)cc2N)CC1	-25%	-4%	0%
Cc1ccccc1C(=O)N1Cc2ccccc2-n2nncc2C1	?	?	.
CC1O[C@@H](O[C@@H]2C(O)C[C@H](O[C@@H]3C(O)C[C@@H](OC4CC[C@@]5(C)C6CC[C@]7(C)C(C8=CC(=O)OC8)CC[C@@]7(O)C6CC[C@@H]5C4)OC3C)OC2C)CC(O)[C@H]1O (stereo partly drawn)	0.73µM*	1µM*	-16%
Cc1nnc(NC(=O)c2cccn(Cc3ccccc3)c2=O)s1	-11%	2%	-10%
CCOP(=O)(OCC)C(Nc1cc(Cl)cc(Cl)c1)c1cccc(O)c1 (stereo not drawn)	?	?	4%
C[N+]1=Cc2cc3c(cc2CC1)OCO3	-10%	5%	.
Cn1ccc(NC(=O)CCl)n1	?	?	-2%
CC(C)N1CCOC(c2ccc(O)c(O)c2)C1 (stereo not drawn)	-11%	?	.
O=C1NCCOC(=O)[C@H](Cc2ccc(F)cc2)CC/C=C/C[C@H]1CC(=O)N(CCO)Cc1ccccc1	?	?	-8%
Cc1ccc(C2C(=O)NC(=O)NC2=O)cc1	-24%	-1%	.
CN(Cc1ccc(OC(F)F)cc1)Cc1nc2c(Br)cc(Br)cc2c(=O)[nH]1	16µM*	?	-11%
COc1cc([C@@H]2c3cc4c(cc3C[C@H]3COC(=O)[C@@H]32)OCO4)cc(OC)c1O	0.032µM*	0.071µM*	.
Cn1cnnc1Sc1cc(N2CCNCC2)ccc1[N+](=O)[O-]	6%	1%	-6%
O=C(Nc1ccccc1)N1CC2(CCN(C(=O)Oc3ccccc3)CC2)C1	-11%	-16%	1%
O=C1NC(=O)C2(Cc3c(nc4ccccn4c3=O)N3CCCCCC32)C(=O)N1Cc1ccccc1 (stereo not drawn)	23µM*	21µM*	-9%
CCCc1cc(=O)oc2c3c(cc(OCC(=O)N[C@@H](C)C(=O)O)c12)OC(C)(C)CC3	4%	2%	?
C=C1C(=O)O[C@@H]2C[C@@H](C)[C@@H]3C=CC(=O)[C@@]3(C)[C@@H](OC(=O)CC(=O)O[C@H]3[C@@H]4C(=C)C(=O)O[C@@H]4C[C@@H](C)[C@@H]4C=CC(=O)[C@]43C)[C@H]12	0.073µM*	0.058µM*	-7%
O=C(c1ccncc1)N1CCC[C@@]2(CCN(Cc3nccs3)C2)C1	-23%	10%	1%
Cc1ccc(CCN2CC(C(=O)N3CCC4(CC3)OCCO4)CC2=O)cc1 (stereo not drawn)	-5%	-2%	-11%
COc1ccc(C(SCC(NC(=O)OCc2ccccc2)C(=O)O)c2ccc(OC)cc2)cc1 (stereo not drawn)	?	-7%	.
CC1(CCl)CN1S(=O)(=O)c1ccccc1 (stereo not drawn)	?	18µM*	1%
COc1ccc(-c2noc(=O)n2Cc2cc(C)ccc2C)cc1	23µM*	?	-6%
CCN1C[C@]2(CO)CC[C@H](OC)[C@@]34C5C[C@H]6[C@H](OC)C5[C@](O)(C[C@H]6OC)[C@@H](C(OC)C23)[C@@H]14 (stereo partly drawn)	-20%	2%	.
C[C@@H]1CCCCO[C@H](CN(C)Cc2ccccc2)[C@@H](C)CN([C@H](C)CO)C(=O)c2cc(NC(=O)c3ccccc3)ccc2O1	18µM*	?	.
CCn1c(O)c(/C=N/NC(=O)c2ccncc2)c(=O)[nH]c1=S	-13%	-7%	-16%
COc1ccc(-n2nnnc2C(C2CC2)N2CCC(n3c(=O)[nH]c4ccccc43)CC2)cc1 (stereo not drawn)	?	?	.
CC(=O)CC(C)(C)n1c[n+](C)nn1	-11%	-15%	?
O=c1[nH]c2ccccc2n1C1CCN(C(c2ccccc2OC(F)(F)F)c2nnnn2-c2ccc3c(c2)OCCO3)CC1 (stereo not drawn)	4.6µM*	7.3µM*	.
CC(=O)C1C(N2CC2)CC2C3CC=C4CC(O)CCC4(C)C3CCC21C (stereo not drawn)	5.8µM*	1.8µM*	.
O=C(CN1CCN(CCO)CC1)Nc1ccc(Cl)cc1C(=O)c1ccccc1	-12%	-7%	-1%
N#Cc1ccccc1OCC(=O)N1CCN(CC(=O)Nc2ccc(F)cc2)CC1	-17%	-1%	-2%
C/C(=N\N1CCCCCC1)c1c(O)n(C2CCCCC2)c(=O)[nH]c1=O	?	-17%	-5%
CC(=Nc1ccccc1N)c1c(O)n(C)c(=O)[nH]c1=O	-1%	4%	-8%
CCCCOP(=O)(c1ccc(N(C)C)cc1)C(O)c1c(Cl)cccc1Cl (stereo not drawn)	?	?	-3%
Cc1ccc(C(=O)Nc2ccc(S(=O)(=O)N3CCC(c4nc5ccccc5s4)CC3)cc2)cc1	?	?	-1%

(cont.)
molecule	DT40 TDP1 no CPT	TDP1 cell CPT	KAT2A inh
CCOP(=O)(OCC)C(NC(=O)c1ccc(Cl)cc1)=C(Cl)Cl	-21%	-22%	-4%
CCS(=O)(=O)NC(C)c1nnc2n1-c1ccc(Br)cc1C(c1ccccc1Cl)=NC2 (stereo not drawn)	-24%	-8%	.
Cc1ccc2c(c1)C(c1ccccc1)=NCC(=O)N2C	-21%	-15%	.
O=C(CN1C2CCC1CC(O)(c1cccnc1)C2)Nc1ccc2c(c1)OCO2 (stereo not drawn)	-26%	-15%	-7%
CC1CCCC(NC(=O)CNC(=S)N2CC3CC(C2)c2cccc(=O)n2C3)C1C (stereo not drawn)	20%	-4%	0%
COc1ccccc1N1CCN(S(=O)(=O)CCNC(=O)CCCc2ccccc2)CC1	21µM*	?	7%
